Bcl-XL Bim block = human Bim-Bcl-XL interaction inhibition; actives 0.04% (n = 190,000); Bim peptide-Bcl-XL binding, bead flow cytometry, fluorescence; Q07817; inhibition, % at 10 µM; AID 1007
Target sequence (Q07817 whole entry, looked up): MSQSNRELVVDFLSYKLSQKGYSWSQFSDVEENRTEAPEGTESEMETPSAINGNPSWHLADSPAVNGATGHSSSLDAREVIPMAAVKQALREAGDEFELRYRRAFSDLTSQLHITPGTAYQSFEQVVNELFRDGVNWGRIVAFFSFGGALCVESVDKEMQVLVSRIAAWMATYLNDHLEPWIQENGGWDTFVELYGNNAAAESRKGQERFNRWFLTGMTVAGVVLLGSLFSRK
RGS8-Gao = human RGS8-Galphao interaction regulation; P09471; multiplexed bead flow cytometry, RGS8-Galphao binding; actives lie on both sides; response (percent of control binding), % at 10 µM; actives 0.34% (n = 220,000); AID 1423; in the data active = response below about 60% or above about 140%; inactive = in between;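 note: Galphao activated as the GDP aluminium fluoride complex binding bead-coupled RGS8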
Target sequence (P09471 whole entry, looked up): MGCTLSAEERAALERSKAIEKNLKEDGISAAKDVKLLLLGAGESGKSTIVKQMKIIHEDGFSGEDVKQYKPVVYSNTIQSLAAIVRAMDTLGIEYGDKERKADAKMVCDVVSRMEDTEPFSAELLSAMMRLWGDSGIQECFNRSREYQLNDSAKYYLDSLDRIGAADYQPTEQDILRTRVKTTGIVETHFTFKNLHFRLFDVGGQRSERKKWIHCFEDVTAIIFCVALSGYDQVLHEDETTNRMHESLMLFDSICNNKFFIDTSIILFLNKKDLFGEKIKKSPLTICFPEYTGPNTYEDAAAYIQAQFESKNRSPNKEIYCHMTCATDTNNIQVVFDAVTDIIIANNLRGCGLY
Bim-Bfl-1 = inhibitors of Bim-Bfl-1 interaction, human | actives 0.12% (n = 190,000) | Bead-based flow cytometry, Bim-Bfl-1 binding inhibition | AID 1008 | Q16548 | inhibition, % at 10 µM;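 note: 0% = wells without compound plus tracer and 100% = blocker peptide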
RGS4-Gao reg = modulates binding of RGS4 to human Galphao. binding response (% of control), % at 10 µM. actives 0.33% (n = 220,000). P09471. Multiplexed bead flow cytometry; actives lie on both sides; in the data active = binding response below about 49% or above about 150%; inactive = in between;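 note: fluorescent Galphao activated with aluminum fluoride binding bead-coupled RGS4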
Bcl-W Bim block = human Bim-Bcl-W interaction inhibition; Q92843; bead-based flow cytometry, Bim peptide-Bcl-W binding; inhibition, % at 10 µM; actives 0.02% (n = 190,000); AID 952;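 note: 0% = bound tracer without compound and 100% = peptide blocker; higher means less fluorescent Bim peptide bound to Bcl-W beads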
Bim-Mcl-1 = inhibitors of Bim-Mcl-1 interaction, human | Bead-based flow cytometry, Bim peptide-Mcl-1 binding | inhibition, % at 10 µM | actives 0.1% (n = 190,000);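 note: 0% = no compound tracer wells and 100% = peptide blocker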
Target sequence (Q07820 whole entry, looked up): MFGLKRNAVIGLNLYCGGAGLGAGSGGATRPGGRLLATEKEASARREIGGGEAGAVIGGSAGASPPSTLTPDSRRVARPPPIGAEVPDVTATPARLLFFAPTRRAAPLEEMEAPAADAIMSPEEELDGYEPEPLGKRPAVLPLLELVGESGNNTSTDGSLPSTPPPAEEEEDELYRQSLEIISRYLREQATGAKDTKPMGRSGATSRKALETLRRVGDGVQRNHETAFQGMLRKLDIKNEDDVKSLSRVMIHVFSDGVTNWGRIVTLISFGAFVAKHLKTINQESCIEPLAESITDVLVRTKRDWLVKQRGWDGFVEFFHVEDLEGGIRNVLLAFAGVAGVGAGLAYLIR
Bim-Bcl-2 = disrupts Bim peptide binding to human Bcl-2 | P10415 | inhibition, % at 10 µM | Bead-based flow cytometry, Bim peptide-Bcl-2 binding | actives 0.06% (n = 190,000); in the data active = inhibition above about 40%; inconclusive = no clear call, values can overlap the other calls;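 note: 0% = no compound wells with probe peptide and 100% = reference peptide inhibitor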
Bcl-B Bim block = inhibitors of Bim-Bcl-B interaction, human; Q9HD36; bead-based flow cytometry, Bim peptide-Bcl-B binding; inhibition, % at 10 µM; actives 0.073% (n = 190,000);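 note: 0% = tracer peptide without compound and 100% = reference inhibitor peptide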
RGS7-Gao reg = human RGS7-Galphao interaction regulation; binding response (% of control), % at 10 µM; Multiplexed bead flow cytometry, RGS7-Galphao binding; actives lie on both sides; actives 0.35% (n = 220,000); AID 1439; P09471; in the data active = binding response below about 49% or above about 150%; inconclusive = no clear call, values can overlap the other calls; inactive = in between;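 note: fluorescent Galphao held in activated GDP-AlF4 state binding bead-coupled RGS7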
Mcl1 Bid PPI = disrupts binding of human Mcl-1 to Bid peptide | Q07820 | TR-FRET Mcl-1/Bid-Dy647 peptide binding, 1536-well | inhibition, % at 21.7 µM | actives 0.97% (n = 220,000) | AID 1021;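 active = compounds that cut the binding signal by more than half at the single screening dose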;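 note: His-tagged Mcl-1 with europium anti-His antibody binding Bid BH3 peptide; 0% = Mcl-1 plus peptide wells and 100% = peptide-only wells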
Mcl1 Noxa PPI = disrupts binding of human Mcl-1 to Noxa peptide | actives 1.5% (n = 220,000) | Q07820 | inhibition, % at 21.7 µM | TR-FRET Mcl-1/Noxa peptide binding, 2 h;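 active = compounds that cut the protein-peptide binding signal by more than 50% relative to plate controls in a single-dose test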;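 note: His-tagged Mcl-1 with rhodamine Noxa BH3 peptide and terbium anti-His antibody; 0% = Mcl-1 plus Noxa peptide wells and 100% = peptide-only wells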
An asterisk follows results filed as active. Cut-off read from the data, not from the text of the source, unless noted: active = inhibition above about 40%.

Results for CCCNC(=O)COC(=O)c1ccc(-c2ccccc2)cc1 ?
Bcl-XL Bim block: -7; RGS8-Gao: 101; Bim-Bfl-1: -6; RGS4-Gao reg: 102; Bcl-W Bim block: -6; Bim-Mcl-1: -5; Bim-Bcl-2: -3; Bcl-B Bim block: -7; RGS7-Gao reg: 99; Mcl1 Bid PPI: -21; Mcl1 Noxa PPI: 1

How did O=C(Nc1ccc(Cl)cc1)c1ccc2c(c1)OCO2 do in these assays?
Bcl-XL Bim block: 0; RGS8-Gao: 103; Bim-Bfl-1: -1; RGS4-Gao reg: 102; Bcl-W Bim block: -2; Bim-Mcl-1: -2; Bim-Bcl-2: 0; Bcl-B Bim block: -1; RGS7-Gao reg: 104; Mcl1 Bid PPI: -23; Mcl1 Noxa PPI: -5

How did Cc1cc(/C=C2/C(=N)N3C(=NC2=O)SN=C3S(C)(=O)=O)c(C)n1-c1ccccc1F do in these assays?
Bcl-XL Bim block: -3; RGS8-Gao: 98; Bim-Bfl-1: -2; RGS4-Gao reg: 98; Bcl-W Bim block: -2; Bim-Mcl-1: 0; Bim-Bcl-2: -3; Bcl-B Bim block: 0; RGS7-Gao reg: 100; Mcl1 Bid PPI: -1; Mcl1 Noxa PPI: 14

How did COc1cc(C(=O)NCC(=O)OCC(=O)c2ccc[nH]2)cc(OC)c1OC do in these assays?
Bcl-XL Bim block: -4; RGS8-Gao: 101; Bim-Bfl-1: -20; RGS4-Gao reg: 99; Bcl-W Bim block: -1; Bim-Mcl-1: -3; Bim-Bcl-2: -11; Bcl-B Bim block: -11; RGS7-Gao reg: 99; Mcl1 Bid PPI: -1; Mcl1 Noxa PPI: 24

How did O=C(NC(=S)Nc1cccc(NC(=S)NC(=O)c2ccco2)n1)c1ccco1 do in these assays?
Bcl-XL Bim block: -3; RGS8-Gao: 101; Bim-Bfl-1: -4; RGS4-Gao reg: 103; Bcl-W Bim block: -4; Bim-Mcl-1: -1; Bim-Bcl-2: -2; Bcl-B Bim block: -5; RGS7-Gao reg: 105; Mcl1 Bid PPI: 39; Mcl1 Noxa PPI: 15

What do the screens show for `CCC(C)[C@H](Nc1nc(-c2ccccc2)nc2c1oc1ccccc12)C(=O)O` (some centres undefined)?
Bcl-XL Bim block: -2; RGS8-Gao: 102; Bim-Bfl-1: 0; RGS4-Gao reg: 102; Bcl-W Bim block: -1; Bim-Mcl-1: 0; Bim-Bcl-2: 0; Bcl-B Bim block: 0; RGS7-Gao reg: 102; Mcl1 Bid PPI: -2; Mcl1 Noxa PPI: 15

How did CC1CC2(CC(C)(C(=O)CSc3nc4ccccc4s3)OC2=O)C(=O)O1 (centres undefined) do in these assays?
Bcl-XL Bim block: 0; RGS8-Gao: 101; Bim-Bfl-1: -9; RGS4-Gao reg: 98; Bcl-W Bim block: 2; Bim-Mcl-1: 0; Bim-Bcl-2: -5; Bcl-B Bim block: -4; RGS7-Gao reg: 101; Mcl1 Bid PPI: -5; Mcl1 Noxa PPI: 11

Results for Cc1cc(Cl)c(S(=O)(=O)Nc2ccc3c(c2)OCO3)cc1OCC(N)=O ?
Bcl-XL Bim block: -1; RGS8-Gao: 99; Bim-Bfl-1: 3; RGS4-Gao reg: 101; Bcl-W Bim block: 1; Bim-Mcl-1: -1; Bim-Bcl-2: 0; Bcl-B Bim block: -2; RGS7-Gao reg: 101; Mcl1 Bid PPI: -42; Mcl1 Noxa PPI: -6

Results for O=C(NCc1cccnc1)c1ccc([N+](=O)[O-])o1 ?
Bcl-XL Bim block: 0; RGS8-Gao: 100; Bim-Bfl-1: -2; RGS4-Gao reg: 101; Bcl-W Bim block: 0; Bim-Mcl-1: 2; Bim-Bcl-2: 0; Bcl-B Bim block: -1; RGS7-Gao reg: 100; Mcl1 Bid PPI: -8; Mcl1 Noxa PPI: 18

How did Nc1ccccc1SC1CC(=O)N(c2ccc3c(c2)OCO3)C1=O (centres undefined) do in these assays?
RGS8-Gao: 100; RGS4-Gao reg: 97; RGS7-Gao reg: inconclusive; Mcl1 Bid PPI: 9; Mcl1 Noxa PPI: 30

Results for CCC(C)(C)N=C(NC#N)Nc1cccnc1 ?
Bcl-XL Bim block: -1; RGS8-Gao: 97; Bim-Bfl-1: 0; RGS4-Gao reg: 95; Bcl-W Bim block: -2; Bim-Mcl-1: 0; Bim-Bcl-2: -6; Bcl-B Bim block: -2; RGS7-Gao reg: 92; Mcl1 Bid PPI: -11; Mcl1 Noxa PPI: 20

What do the screens show for `CC(NC(=O)c1ccc(C23CC4CC(CC(C4)C2)C3)cc1)C(=O)O` (centres undefined)?
Bcl-XL Bim block: -4; RGS8-Gao: 97; Bim-Bfl-1: -5; RGS4-Gao reg: 98; Bcl-W Bim block: -2; Bim-Mcl-1: -3; Bim-Bcl-2: -2; Bcl-B Bim block: -5; RGS7-Gao reg: 94; Mcl1 Bid PPI: -4; Mcl1 Noxa PPI: 11

How did Cc1c(Cl)cnc(NC(=O)COC(=O)Cc2coc3ccc4ccccc4c23)c1Cl do in these assays?
Bcl-XL Bim block: -1; RGS8-Gao: 100; Bim-Bfl-1: -10; RGS4-Gao reg: 100; Bcl-W Bim block: -2; Bim-Mcl-1: -2; Bim-Bcl-2: -5; Bcl-B Bim block: -7; RGS7-Gao reg: 100; Mcl1 Bid PPI: -24; Mcl1 Noxa PPI: 1

How did CCCS(=O)(=O)N1CCN(C(=O)c2cc(OC)cc(OC)c2)CC1 do in these assays?
Bcl-XL Bim block: -5; RGS8-Gao: 99; Bim-Bfl-1: -14; RGS4-Gao reg: 102; Bcl-W Bim block: 0; Bim-Mcl-1: -2; Bim-Bcl-2: -12; Bcl-B Bim block: -9; RGS7-Gao reg: 103; Mcl1 Bid PPI: 19; Mcl1 Noxa PPI: 0

What do the screens show for `Cc1ccc(OCC(O)CN2C(=O)NC(C)(C)C2=O)c(C)c1` (centres undefined)?
Bcl-XL Bim block: -1; RGS8-Gao: 99; Bim-Bfl-1: -2; RGS4-Gao reg: 100; Bcl-W Bim block: 0; Bim-Mcl-1: 0; Bim-Bcl-2: 0; Bcl-B Bim block: -1; RGS7-Gao reg: 106; Mcl1 Bid PPI: -3; Mcl1 Noxa PPI: 3

How did O=S(=O)(c1ccccc1C(F)(F)F)N1C=CC(C(F)(F)F)=NCC1 do in these assays?
RGS8-Gao: 99; RGS4-Gao reg: 101; RGS7-Gao reg: inconclusive; Mcl1 Bid PPI: 20; Mcl1 Noxa PPI: 6

How did CCOc1ccc(NC(=O)c2ccccc2OCC(=O)c2ccccc2)cc1 do in these assays?
Bcl-XL Bim block: 2; RGS8-Gao: 102; Bim-Bfl-1: -7; RGS4-Gao reg: 97; Bcl-W Bim block: 2; Bim-Mcl-1: -63; Bim-Bcl-2: -9; Bcl-B Bim block: -26; RGS7-Gao reg: 100; Mcl1 Bid PPI: 14; Mcl1 Noxa PPI: -13

How did O=S(=O)(Nc1ccc(-c2nc3cccnc3s2)cc1)c1cccs1 do in these assays?
Bcl-XL Bim block: 6; RGS8-Gao: 96; Bim-Bfl-1: 4; RGS4-Gao reg: 94; Bcl-W Bim block: 4; Bim-Mcl-1: 5; Bim-Bcl-2: 5; Bcl-B Bim block: 5; RGS7-Gao reg: 98; Mcl1 Bid PPI: -14; Mcl1 Noxa PPI: 0

Results for CCOc1ccc2nc(NC(=S)NCc3ccccc3)sc2c1 ?
Bcl-XL Bim block: -1; RGS8-Gao: 94; Bim-Bfl-1: 1; RGS4-Gao reg: 95; Bcl-W Bim block: 2; Bim-Mcl-1: 0; Bim-Bcl-2: -5; Bcl-B Bim block: -13; RGS7-Gao reg: 121; Mcl1 Bid PPI: 1; Mcl1 Noxa PPI: 12

What do the screens show for `CN(CC(=O)NCc1cccs1)S(=O)(=O)c1cccc2cccnc12`?
Bcl-XL Bim block: -5; RGS8-Gao: 108; Bim-Bfl-1: -11; RGS4-Gao reg: 107; Bcl-W Bim block: 4; Bim-Mcl-1: 0; Bim-Bcl-2: -1; Bcl-B Bim block: -2; RGS7-Gao reg: 107; Mcl1 Bid PPI: -16; Mcl1 Noxa PPI: 7

What do the screens show for `CNC(=S)N/N=C/c1ccc(-c2cc([N+](=O)[O-])ccc2Cl)o1`?
Bcl-XL Bim block: 1; RGS8-Gao: 99; Bim-Bfl-1: -1; RGS4-Gao reg: 99; Bcl-W Bim block: -2; Bim-Mcl-1: 1; Bim-Bcl-2: 0; Bcl-B Bim block: 0; RGS7-Gao reg: inconclusive; Mcl1 Bid PPI: -22; Mcl1 Noxa PPI: 9

What do the screens show for `COCCNC(=O)CSc1nnc(-c2ccc(C)cc2)c(-c2ccc(C)cc2)n1`?
Bcl-XL Bim block: -5; RGS8-Gao: 99; Bim-Bfl-1: -4; RGS4-Gao reg: 98; Bcl-W Bim block: 0; Bim-Mcl-1: 0; Bim-Bcl-2: 0; Bcl-B Bim block: 0; RGS7-Gao reg: inconclusive; Mcl1 Bid PPI: -17; Mcl1 Noxa PPI: -3

What do the screens show for `O=S(=O)(NCCC1=CCCCC1)c1cccc2nsnc12`?
Bcl-XL Bim block: -2; RGS8-Gao: 103; Bim-Bfl-1: -6; RGS4-Gao reg: 96; Bcl-W Bim block: -2; Bim-Mcl-1: 0; Bim-Bcl-2: -3; Bcl-B Bim block: -3; RGS7-Gao reg: 97; Mcl1 Bid PPI: -1; Mcl1 Noxa PPI: 8

Results for Cc1c(C)c(C)c(C(=O)C2CCN(c3ccc([N+](=O)[O-])cn3)CC2)c(C)c1C ?
RGS8-Gao: 96; RGS4-Gao reg: 95; RGS7-Gao reg: inconclusive; Mcl1 Bid PPI: -3; Mcl1 Noxa PPI: -6

Results for COc1ccc(CN2CCC(C(=O)NCCc3ccc(OC)c(OC)c3)CC2)c(OC)c1 ?
Bcl-XL Bim block: -1; RGS8-Gao: 105; Bim-Bfl-1: -2; RGS4-Gao reg: 110; Bcl-W Bim block: -1; Bim-Mcl-1: -2; Bim-Bcl-2: 3; Bcl-B Bim block: -1; RGS7-Gao reg: 109; Mcl1 Bid PPI: -6; Mcl1 Noxa PPI: 6

Filtered by structure: those above with fluorine (two)
How did Cc1cc(/C=C2/C(=N)N3C(=NC2=O)SN=C3S(C)(=O)=O)c(C)n1-c1ccccc1F do in these assays?
Bcl-XL Bim block: -3; RGS8-Gao: 98; Bim-Bfl-1: -2; RGS4-Gao reg: 98; Bcl-W Bim block: -2; Bim-Mcl-1: 0; Bim-Bcl-2: -3; Bcl-B Bim block: 0; RGS7-Gao reg: 100; Mcl1 Bid PPI: -1; Mcl1 Noxa PPI: 14

How did O=S(=O)(c1ccccc1C(F)(F)F)N1C=CC(C(F)(F)F)=NCC1 do in these assays?
RGS8-Gao: 99; RGS4-Gao reg: 101; RGS7-Gao reg: inconclusive; Mcl1 Bid PPI: 20; Mcl1 Noxa PPI: 6

High-throughput results (PubChem)
